# Screening data (PubChem)
# SRC2 inh: inhibits human steroid receptor coactivator 2; inhibition, % at 9 µM; HEK293 GAL4-SRC2 luciferase reporter, luminescence; AID 651957; 370,000 tested, 0.17% active;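 active = inhibition above the mean inhibition of all tested compounds plus 3 SD, set per campaign, cut at about 52% in these data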;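 note: 0% = DMSO treated cells and 100% = cells given Gossypol at 36 µM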
# H9c2 protect: myocardial damage modulation in H9c2 cells; H9c2 cardiomyocytes, H2O2 injury protection, ATPLite, 2 h; protection from H2O2 cell death, % at 20 µM; 360,000 tested, 0.63% active; AID 588492;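 active = compounds giving at least 50% protection of heart cells from peroxide-induced death in the single-dose screen, raw or plate-pattern-corrected value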;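 note: 0% = DMSO wells with peroxide and 100% = DMSO wells without peroxide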
# Glyco luc inh: blocks N-linked glycosylation in D54 reporter cells | D54 ERlucT glycosylation luciferase reporter, 24 h; percent of 100 nM tunicamycin response | reporter increase, % at 12.5 µM | 360,000 tested, 0.23% active | AID 588692;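 active = mean luciferase reporter signal, scaled so untreated is 0 and the glycosylation-blocking control 100, at or above a set limit in every replicate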;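 note: luciferase carries N-glycosylation sites so blocking glycosylation raises the light; 0% = median of neutral control wells and 100% = median of 100 nM tunicamycin wells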
# ABHD5 PLIN5 PPI: inhibitors of human ABHD5-perilipin-5 interaction; Q00G26+Q8WTS1; Split G. princeps luciferase complementation, luminescence, 4 h; inhibition, % at 4 µM; 360,000 tested, 0.78% active; AID 602281;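 active = inhibition above the mean inhibition across every tested compound plus 3 SD, cut at about 22% in these data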;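 note: 0% = DMSO only wells and the 100% control is not disclosed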
# ABCB6 inh MLPCN: blocks the human ABCB6 transporter | Q9NP58 | K562-ABCB6 porphyrin accumulation, flow cytometry, 1 h; stronger effect = lower value | fluorescence ratio to DMSO, % at 10 µM | 360,000 tested, 0.19% active;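 active = fluorescence ratio to DMSO below 75%, the collection mean minus 3 SD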;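 note: signal is porphyrin accumulated inside mitochondria; 100% equals median channel fluorescence of DMSO control wells; lower ratio means ABCB6 inhibition with less porphyrin fluorescence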
# NOD2 RIPK2 PPI: inhibitors of human NOD2-RIPK2 interaction; CHO BLA complementation NOD2-RIPK2, CCF4 ratio; AID 624267; inhibition, % at 4.98 µM; 360,000 tested, 0.38% active; O43353; in the data active = inhibition above about 21%;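 note: 0% = vehicle only and 100% = reference blocker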
# m5-HT2A agonist: activates the mouse 5-HT2A serotonin receptor; P35363; CHO-K1 mHTR2A beta-arrestin complementation, luminescence; percent of 30 µM serotonin response; activation, % at 7.6 µM; 360,000 tested, 0.66% active;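 active = activation above a run cutoff, the mean activation of all tested compounds plus 3 SD, cut at about 14% in these data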;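 note: 0% = plate median of compound wells and 100% = 30 µM serotonin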
# Target sequence (P35363 whole entry, looked up): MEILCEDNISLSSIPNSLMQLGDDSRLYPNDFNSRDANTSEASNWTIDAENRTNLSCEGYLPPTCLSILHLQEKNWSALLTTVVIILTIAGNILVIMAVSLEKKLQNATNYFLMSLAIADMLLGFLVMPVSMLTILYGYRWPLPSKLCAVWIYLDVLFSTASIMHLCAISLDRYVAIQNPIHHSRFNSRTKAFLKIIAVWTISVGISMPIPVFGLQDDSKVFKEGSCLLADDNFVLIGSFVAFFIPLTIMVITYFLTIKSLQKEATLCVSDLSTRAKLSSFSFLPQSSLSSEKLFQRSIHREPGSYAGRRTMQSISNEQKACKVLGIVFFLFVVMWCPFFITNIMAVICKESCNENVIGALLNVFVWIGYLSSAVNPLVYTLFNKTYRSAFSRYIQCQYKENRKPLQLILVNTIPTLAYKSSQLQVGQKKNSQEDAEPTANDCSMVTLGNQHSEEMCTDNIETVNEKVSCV
# MC4R antag cAMP: human MC4R antagonism in cAMP assay. P32245. MC4R-expressing cells, MTII-stimulated cAMP, LANCE TR-FRET. inhibition, % at 6.5 µM. 360,000 tested, 0.48% active. AID 540295;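 active = inhibition above its plate's cutoff, the mean of tested wells on that plate plus 3 SD, cut at about 29% in these data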;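 note: 0% = Melanotan II alone and 100% = Melanotan II plus saturating MCL0020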
# Target sequence (P32245 whole entry, looked up): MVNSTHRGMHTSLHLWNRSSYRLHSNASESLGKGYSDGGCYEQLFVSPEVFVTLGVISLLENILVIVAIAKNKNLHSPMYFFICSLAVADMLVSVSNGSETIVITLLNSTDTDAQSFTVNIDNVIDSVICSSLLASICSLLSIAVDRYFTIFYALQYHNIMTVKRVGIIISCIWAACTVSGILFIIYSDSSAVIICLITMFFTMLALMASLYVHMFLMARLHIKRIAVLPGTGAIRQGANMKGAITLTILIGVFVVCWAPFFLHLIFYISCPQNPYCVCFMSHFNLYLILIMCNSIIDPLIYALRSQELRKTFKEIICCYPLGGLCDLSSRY
#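 material = U2OS cells stably expressing human melanocortin 4 receptor (MC4R) | also added = Melanotan II challenge | dosing = single nominal compound dose of 6.5 µM | detection = TR-FRET with Eu-cAMP and labeled anti-cAMP, 671 nm | replication = singlicate | timing = compound 30 min, challenge 1 h, detection 1 h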
# MC4R barr agon: agonists of human melanocortin 4 receptor (MC4R) beta-arrestin | P32245 | activation, % at 8.9 µM | U2OS MC4R beta-arrestin complementation, luminescence; percent of melanotan II response, DMSO zero | 360,000 tested, 0.98% active;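 active = activation above a per-plate cutoff, the mean activation of sample wells on that plate plus 3 SD, cut at about 8% in these data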
# TLR9-MyD88 inh: blocks human TLR9 binding to MyD88 | 340,000 tested, 0.21% active | CHO BLA complementation TLR9-MyD88, CCF4 FRET ratio | AID 504734 | inhibition, % at 4.98 µM | Q9NR96+Q99836;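 active = inhibition above the mean over all tested compounds plus 3 SD, cut at about 21% in these data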;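 note: 0% = DMSO only wells and 100% = clavulanate BLA inhibitor control wells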
# The depositor's hits bear a star; x = no result given. A portion of the library. The share of hits here may be higher or lower than overall.
SMILES,SRC2 inh,H9c2 protect,Glyco luc inh,ABHD5 PLIN5 PPI,ABCB6 inh MLPCN,NOD2 RIPK2 PPI,m5-HT2A agonist,MC4R antag cAMP,MC4R barr agon,TLR9-MyD88 inh
CCCCn1c(SCC(=O)N2c3ccccc3CCc3ccccc32)nc2c1c(=O)n(C)c(=O)n2C,-7,12,-2,0,88,-2,1,0,0.3,-3
Nc1nc(Nc2ccccc2)nc(NCc2ccco2)c1[N+](=O)[O-],-12,-14,-5,4,93,-2,-8,-4,2.4,-7
CC(C)=Cc1oc2ccc([N+](=O)[O-])cc2c1N1CC(C)OC(C)C1 (configuration not stated),-13,-15,-5,1,92,1,-1,11,-2.5,-4
Cc1oc(-c2ccccc2Cl)nc1CN1CCCCC1c1cccnc1 (configuration not stated),-47,-4,2,1,100,4,-5,8,1.3,2
CCOC(=O)CN1C(=O)C(C)(C)Oc2ccc(C(=O)Nc3ccccc3)cc21,-11,7,-1,1,96,-1,-8,10,-2.8,5
O=C(COC(=O)c1cnccn1)c1ccc(-c2ccccc2)cc1,-2,2,4,11,92,-5,10,12,-2.7,-5
Cc1cc(NC(=O)CSc2nc3cc4c(cc3c(=O)n2CCc2ccccc2)OCO4)no1,-1,-4,-1,-4,103,7,1,8,-0.7,-7
CC(C)(C)NC(=O)CN(CC1CCCO1)C(=O)CNS(=O)(=O)c1ccc(F)cc1 (configuration not stated),-10,-1,1,-2,96,-16,3,0,-1.0,-10
Cc1ccc(N2C(=O)NC(NS(=O)(=O)c3ccccc3)(C(F)(F)F)C2=O)cc1 (configuration not stated),-3,6,2,3,96,-4,0,5,-1.0,0
O=C(C=Cc1ccccn1)c1ccccc1,-40,-16,5,79*,91,10,0,5,-2.5,-6
O=C(COC(=O)c1ccccn1)Nc1nc(-c2cccc([N+](=O)[O-])c2)cs1,-4,11,2,-1,93,-15,-3,-4,-2.6,-12
CNc1ncnc2c1ncn2[C@H]1CN(CCN2CCOCC2)C[C@@H](CO)O1,-3,4,3,-3,103,-19,5,15,-0.6,x
CCOC(=O)c1ccc(Nc2ncnc3ccc(C)cc23)cc1,-16,-6,-1,-7,191,0,-4,-2,-1.6,1
COc1cc(NC(=O)c2ccco2)c(OC)cc1NC(=O)Nc1ccc(Cl)cc1,-4,9,-6,-5,99,-17,15*,21,5.5,1
O=C(OCC(=O)N1CCOCC1)c1ccc2[nH]c3c(c2c1)CCCC3,-13,2,-2,5,95,-3,-1,-4,0.2,-3

# Filtered by structure: the compounds so far with a Cl atom
SMILES,SRC2 inh,H9c2 protect,Glyco luc inh,ABHD5 PLIN5 PPI,ABCB6 inh MLPCN,NOD2 RIPK2 PPI,m5-HT2A agonist,MC4R antag cAMP,MC4R barr agon,TLR9-MyD88 inh
Cc1oc(-c2ccccc2Cl)nc1CN1CCCCC1c1cccnc1 (configuration not stated),-47,-4,2,1,100,4,-5,8,1.3,2
COc1cc(NC(=O)c2ccco2)c(OC)cc1NC(=O)Nc1ccc(Cl)cc1,-4,9,-6,-5,99,-17,15*,21,5.5,1

# Back to the main list; the three compounds before the break are reprinted first.
SMILES,SRC2 inh,H9c2 protect,Glyco luc inh,ABHD5 PLIN5 PPI,ABCB6 inh MLPCN,NOD2 RIPK2 PPI,m5-HT2A agonist,MC4R antag cAMP,MC4R barr agon,TLR9-MyD88 inh
CCOC(=O)c1ccc(Nc2ncnc3ccc(C)cc23)cc1,-16,-6,-1,-7,191,0,-4,-2,-1.6,1
COc1cc(NC(=O)c2ccco2)c(OC)cc1NC(=O)Nc1ccc(Cl)cc1,-4,9,-6,-5,99,-17,15*,21,5.5,1
O=C(OCC(=O)N1CCOCC1)c1ccc2[nH]c3c(c2c1)CCCC3,-13,2,-2,5,95,-3,-1,-4,0.2,-3
Cc1ccc(COc2ccc(CNCCCN3CCCCCC3=O)cc2)cc1,-10,-4,-2,11,97,-5,-3,2,-1.7,3
Cc1ccc(O)c(NC(=O)/C=C/C(=O)O)c1,17,7,1,-1,102,5,2,0,-2.1,7
O=C(CN1C(=O)CS/C1=C\c1nc(-c2ccc(Cl)cc2)cs1)Nc1cccnc1Cl,12,-11,-3,-4,102,-5,3,1,-0.1,8
O=C(Cn1c(=O)oc2ccccc21)Nc1ccccc1Cl,5,6,0,-3,100,11,-4,10,-1.2,-2
O=C(OCc1ccccc1Cl)c1ccc(-n2cnnc2)cc1,-17,12,2,7,96,-2,-2,5,-1.6,7
COCCN1Cc2cccc(C(=O)Nc3ccc(S(=O)(=O)N4CCCCC4)cc3)c2C1=O,20,-5,-1,7,102,-18,1,7,0.5,-15
Cc1ccc(C)c(Sc2ccc(NC(=O)CCN3C(=O)NC4(CCCC4)C3=O)cc2)c1,12,-4,1,2,96,-5,-2,11,-0.7,4
CSCCC(NC(=O)c1ccccc1)C(=O)OCC(=O)N(C)CCC#N (configuration not stated),11,-5,1,4,86,-7,5,-3,0.5,4
O=C(c1cc(-c2cccc(O)c2)on1)N1CCCCC1,-13,-19,-11,2,97,-5,4,2,0.3,-5
COc1ccc(S(=O)(=O)CC2(O)CCN(C(=O)C(C)(C)C)CC2)cc1,-3,-3,-1,1,97,8,4,-2,-2.7,2
COc1cc(C)c(Cl)cc1S(=O)(=O)N(C)C,6,2,1,0,99,-7,1,-9,-0.5,0
Cc1c(C(=O)NCc2ccc3c(c2)OCO3)sc2nc(-c3ccccc3)cn12,13,-11,0,-10,104,-15,2,8,6.7,-3
Cc1onc(-c2c(Cl)cccc2Cl)c1C(=O)NNC(=O)c1c(-c2c(Cl)cccc2Cl)noc1C,4,6,-2,-3,93,2,-4,0,0.0,1
Cc1nc(SCCC(=O)O)c2cc(-c3ccccc3)sc2n1,34,-15,-2,-3,103,-10,1,16,0.4,-6
CCOc1cc2[nH]c(=O)n(Cc3cccc(OC)c3)c(=O)c2cc1OCC,-9,1,7,-2,94,-2,0,2,0.6,-4
Cc1nn(Cc2ccccc2)c(C)c1NC(=O)CSc1nc(C2CC2)nc2c1cnn2-c1ccccc1,13,2,2,-2,89,-5,1,1,-0.8,-5
CCCCC(=O)Nc1ccc(C2C(=O)c3ccccc3C2=O)cc1,-34,-16,-5,9,99,-14,1,4,0.0,2
COc1cc(/C=C(/C#N)C(=O)NCCCc2ccccc2)ccc1OCC(=O)O,0,5,2,13,102,-4,-1,3,2.2,-14
CC1(C)C(c2cccs2)=[N+]([O-])C2(CCCCC/C2=N\O)N1O (configuration not stated),-36,0,2,-3,100,-3,-1,0,-2.3,4
Nc1nn2cc(-c3ccccc3)nc2c2ccccc12,-56,-15,-7,-3,100,4,3,5,-0.3,8
COc1ccc(C(=O)Nc2ccc(NC(=O)c3ccco3)cc2)cc1,-34,7,0,3,99,-3,-10,-2,2.9,3
O=C(NCc1n[nH]c(=S)n1-c1ccc(Cl)c(Cl)c1)c1ccc(S(=O)(=O)N2CCCCC2)cc1,-10,2,3,-7,93,-8,3,-3,-0.9,-1
CC(=O)C1=C(O)C(=O)N(C)C1c1ccccc1[N+](=O)[O-] (configuration not stated),20,-14,4,-13,96,-13,-2,-6,-0.1,-1
CCN(c1ccccc1C(=O)O)S(=O)(=O)c1ccc2[nH]c(=O)[nH]c2c1,-8,4,1,-1,99,-8,-8,15,-1.9,-1
COc1cc([N+](=O)[O-])c2nc(C(=O)O)ccc2c1,-40,4,-1,-5,88,3,-3,4,-2.2,-3
Nc1c(C(=O)c2ccccc2)oc2ccccc12,-33,-4,1,2,91,-7,-5,-4,0.5,2
Cn1c(=O)c2cc3ccc(Cl)cc3nc2n(C)c1=O,17,-6,2,-1,100,-5,0,22,1.6,x
Cc1cccc(Cn2nc(-n3cccc3)c3c(C)cc(C)nc32)c1,-5,5,-4,-11,97,3,-8,16,-1.6,1
CC(/C=C1\SC(=S)N(CC(=O)O)C1=O)=C\c1ccccc1,-19,2,0,2,100,-4,2,18,1.5,-5
Clc1ccc(CONc2ncnc3nonc23)c(Cl)c1,-36,-22,-1,2,101,0,3,10,1.0,7
CCC1=C2CC[C@H]3C(=O)N(c4ccccc4)C(=O)[C@H]3[C@H]2[C@@]2(C)C(=NCC3CC3)OC(=O)N2C1=O,-13,2,-1,4,100,-20,-3,4,-0.9,-3
NC(=O)c1cc2c3ccccc3ccn2c1-c1ccccc1,-16,-10,-5,5,100,-9,5,-24,-3.5,7
OC1CN=C2C=CC=CN2C1 (configuration not stated),-23,10,2,-8,101,-7,0,-3,-1.6,-5
CCOC(=O)N1CCN(C(=O)c2ccc(N3CCCC3=O)cc2)CC1,1,23,1,1,102,-4,-3,11,0.5,-6
COc1ccc(Cn2ccnc2SCC(=O)Nc2ccccc2F)cc1,-10,-7,0,-5,95,-1,-1,5,-2.4,-9
COc1ccc(Cl)cc1NC(=O)CSc1nnc(C)c(=O)n1N,1,9,0,0,99,-3,-3,4,-5.0,-4
Cc1ccc(C(=O)CC2(O)C(=O)N(Cc3ccccc3)c3ccccc32)o1 (configuration not stated),11,-7,-1,1,111,-4,-4,8,0.6,5
O=C(Cc1c[nH]c2ccccc12)Nc1nc2ccccc2[nH]1,-41,-2,-2,7,104,-6,1,12,1.2,12
CC(=O)c1ccc(OC(=O)COc2ccccc2Cl)cc1,15,5,0,-2,96,-13,9,1,-1.0,-5
N/C(=N\c1nc(CSc2nc3ccccc3s2)cc(=O)[nH]1)Nc1ccc(F)cc1,-5,15,11,1,96,-7,-6,2,12*,6
Cc1ccc([C@H]2C[C@@H](O)[C@H](n3cc(C4CC4)nn3)CN2CC2CCCCC2)cc1,15,-13,-5,-15,98,-3,0,17,1.8,2

# 3 of the entries above in order of their number in m5-HT2A agonist, falling:
canonical_smiles	SRC2 inh	Glyco luc inh	ABHD5 PLIN5 PPI	ABCB6 inh MLPCN	NOD2 RIPK2 PPI	m5-HT2A agonist	MC4R antag cAMP	MC4R barr agon	TLR9-MyD88 inh
CC(=O)c1ccc(OC(=O)COc2ccccc2Cl)cc1	15	0	-2	96	-13	9	1	-1.0	-5
NC(=O)c1cc2c3ccccc3ccn2c1-c1ccccc1	-16	-5	5	100	-9	5	-24	-3.5	7
CCC1=C2CC[C@H]3C(=O)N(c4ccccc4)C(=O)[C@H]3[C@H]2[C@@]2(C)C(=NCC3CC3)OC(=O)N2C1=O	-13	-1	4	100	-20	-3	4	-0.9	-3
